B2AR arrestin: recruits beta-arrestin to the human beta2-adrenergic receptor; P07550; beta-arrestin recruitment to beta2AR, cell-based reporter; Potency, µM (series often up to 46.1 µM), for inactives: at the highest dose activation, hits mostly activators; hit rate 0.02% among 330,000;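 note: potency is the fitted concentration of half-maximal effect; 0% = DMSO controls and full agonism = EC100 isoproterenol or metaproterenol; nearly all actives have a fitted effect of over 65% in size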
Target sequence (P07550 whole entry, looked up): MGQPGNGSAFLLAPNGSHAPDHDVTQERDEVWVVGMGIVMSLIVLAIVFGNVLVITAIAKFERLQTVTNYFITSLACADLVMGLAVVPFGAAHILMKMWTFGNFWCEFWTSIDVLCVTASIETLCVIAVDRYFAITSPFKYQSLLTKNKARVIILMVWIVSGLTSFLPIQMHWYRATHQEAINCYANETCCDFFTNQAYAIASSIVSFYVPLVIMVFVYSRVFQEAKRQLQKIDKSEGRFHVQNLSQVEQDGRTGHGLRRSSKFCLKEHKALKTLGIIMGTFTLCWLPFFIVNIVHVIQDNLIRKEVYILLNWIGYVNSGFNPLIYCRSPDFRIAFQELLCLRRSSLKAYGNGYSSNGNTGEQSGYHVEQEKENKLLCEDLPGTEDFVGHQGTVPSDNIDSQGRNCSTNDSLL
GALK inh: galactokinase (human) inhibition | P51570 | Purified GALK, Kinase-Glo residual ATP luminescence | Potency, µM (doses to about 57.5 µM), inactives show at the top dose activity change, negative = inhibition, hits mostly inhibitors | hit rate 0.007% among 270,000 | AID 1868; note: potency is the fitted concentration of half-maximal effect; % is set by controls: 0 for no effect and ±100 for the full control effect
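Compounds were pin-transferred into ATP buffer (35 uM final), then GALK plus galactose (5 nM, 100 uM final) was added. After 1 h at room temperature, Kinase-Glo Plus was added and luminescence read after 10 min.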
Giardia killer: Giardia lamblia killing; Giardia lamblia trophozoite viability; activity change, % at 7.66 µM, hits read low; hit rate 0.15% among 340,000; AID 540267; in the data active = activity change below about -80%; inconclusive = between about -30% and that limit;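 note: parasites exposed to compound for two days anaerobically before the ATP read; % is set by controls: 0 for no effect and ±100 for the full control effect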
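ATP-content bioluminescence gauges trophozoite survival. Cells (100/well) receive compound and incubate anaerobically for 48 hrs at 37 deg C; detection reagent follows for 15-30 min at room temperature.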
TRPV1 ag: activates the human vanilloid receptor TRPV1; hit rate 0.19% among 320,000; activation, % at 8.33 µM; TRPV1-expressing cells, Fluo-8 calcium influx, agonist mode; in the data active = activation above about 80%; inconclusive = between about 30% and that limit; note: 0% is about no effect
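Cells expressing TRPV1 were dye-loaded with Fluo-8 and read kinetically: 10 s baseline, 3 min after compound (agonist portion), then 2 min after EC20 capsaicin (allosteric enhancer portion). Calcium-bound dye fluorescence at 480/520 nm.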
Menin MLL FP TR: displaces Texas Red mutant MLL peptide from human menin; Menin + Texas Red MLL mutant peptide, fluorescence polarization; hit rate 0.23% among 270,000; Potency, µM (titrated, usually from 61.6 µM), for the others: at the highest dose FP activity change, negative = inhibition, hits mostly inhibitors; O00255; active = well fitted inhibition curve with a large enough effect in the polarisation, with a control signal flat, not every such curve was filed as active; inconclusive = small, poorly fitted or top-dose-only effect, or effect the other way, or a change in a side signal; inactive = no such curve, though single readings can be large or run the other way; the % refers to the polarisation; note: potency is the fitted concentration of half-maximal effect; % of control where 0% means no effect; many of its hits are not listed in these tables
MLL CXXC-DNA inh: MLL CXXC-DNA interaction inhibition; Q03164; hit rate 0.037% among 290,000; MLL-CXXC / FITC-HOXA9 DNA fluorescence polarization; Potency, µM (titrated, usually from 115 µM), without a hit: at the highest dose activity change, negative = inhibition, most hits filed as inhibitors; AID 2662; active = well fitted inhibition curve with a large enough effect in the polarisation, with a control signal flat, not every such curve was filed as active; inconclusive = small, poorly fitted or top-dose-only effect, or effect the other way, or a change in a side signal; inactive = no such curve, though single readings can be large or run the other way; the % refers to the polarisation; note: potency is the fitted concentration of half-maximal effect
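Purified MLL-CXXC (added from a 7 uM solution) was preincubated 5 min at ambient with pinned compounds in 50 mM Tris-HCl pH 7.5, 50 mM NaCl, 1 mM DTT, 0.05% BSA. Fluorescein-labeled HOX-A9 DNA (50 nM solution) followed, 30 min, then polarization read.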
KCNH2 WT inh: inhibitors of human wildtype KCNH2 potassium channel; activity change, % at 1.84 µM; AID 720551; U2OS, BacMam KCNH2, thallium flux FluxOr; hits give low values; hit rate 0.37% among 340,000; Q12809;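 active = maximum activity change below -70%; inconclusive = maximum activity change between -70% and -50%; inactive = maximum activity change above -50%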; note: % is set by controls: 0 for no effect and ±100 for the full control effect
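U2OS cells were transduced with wild-type KCNH2 virus (2.03 x 10^8 / mL) for 4 h at room temperature, then cultured overnight at 37 C. Thallium flux was read with FluxOr dye. Rate constants were normalized to DMSO controls.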
USP2a inh: USP2a (human) protease inhibition. O75604. USP2 core, Ub-CHOP2 coupled fluorogenic reporter, 485/531. Potency, µM (highest dose often 38.3 µM), for inactives: at the top dose activity change, negative = inhibition, usual class: inhibitors. hit rate 0.01% among 330,000. AID 463254;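 note: potency is the fitted concentration of half-maximal effect; plate controls were DMSO wells for no effect and full inhibition by NEM control for full effect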
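USP2 core (10nM final) preincubated 30min RT with compound in 20mM Tris-HCl pH 8.0, 2mM CaCl2, 2mM beta-mercaptoethanol, 0.05% CHAPS; 25nM Ub-CHOP2 plus 25nM reporter substrate added, fluorescence (Ex485/Em531) read after 60min.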
PKM2 activator: activators of human pyruvate kinase M2. purified PKM2, Kinase-Glo ATP luminescence, activation; response scale: 0% is enzyme alone, no compound. P14618. Potency, µM (doses to about 57.5 µM), inactives show at the highest dose activation, most hits filed as activators. hit rate 0.34% among 260,000; note: potency is the fitted concentration of half-maximal effect; % is set by controls: 0 for no effect and ±100 for the full control effect; nearly all actives have a fitted effect of over 55% in size
Target sequence (P14618 whole entry, looked up): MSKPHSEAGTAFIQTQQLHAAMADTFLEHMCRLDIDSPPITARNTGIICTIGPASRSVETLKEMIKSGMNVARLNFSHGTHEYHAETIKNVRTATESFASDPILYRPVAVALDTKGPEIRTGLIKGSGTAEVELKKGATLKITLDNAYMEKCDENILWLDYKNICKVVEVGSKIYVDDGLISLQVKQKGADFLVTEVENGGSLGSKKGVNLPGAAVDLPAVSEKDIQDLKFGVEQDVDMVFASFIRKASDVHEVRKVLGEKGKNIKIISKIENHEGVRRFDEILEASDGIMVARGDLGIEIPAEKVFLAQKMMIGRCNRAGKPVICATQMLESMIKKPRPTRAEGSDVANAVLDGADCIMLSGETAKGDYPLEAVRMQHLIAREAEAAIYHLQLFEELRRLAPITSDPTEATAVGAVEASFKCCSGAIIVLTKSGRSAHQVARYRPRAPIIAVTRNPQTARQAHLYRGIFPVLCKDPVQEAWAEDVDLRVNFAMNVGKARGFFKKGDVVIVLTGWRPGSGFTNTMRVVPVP
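Purified hPK-M2 (>95% pure) converted ADP (0.1 mM final) to ATP with 0.5 mM PEP in 50 mM imidazole pH7.2, KCl, MgCl2, Tween 20, BSA; 1 h at room temperature. ATP detected by Kinase-Glo luminescence.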
KCNH2 3.1 inh: KCNH2 3.1 (human) potassium channel inhibition; hit rate 0.95% among 340,000; activity change, % (tested at about 1.8 µM); U2OS KCNH2 3.1, thallium flux FluxOr; hits give low values;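 active = maximum activity change below -70%; inconclusive = maximum activity change from -70% to -50%; inactive = maximum activity change above -50%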;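 note: thallium influx rate constant from kinetic fluorescence after stimulation buffer; % is set by controls: 0 for no effect and ±100 for the full control effect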
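Steps: virus added to U2OS suspension (4 h, RT, dark); medium with 10% FBS added, cells plated, 37 C overnight; FluxOr/Red40 loading buffer 45 min RT; stimulation buffer, 2 min kinetic read; rate constant normalized.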
Coupling enz: inhibits coupling enzyme system, counter-screen for aldolase hits | coupling enzyme system counterscreen, AmpLite Red fluorescence | activity change, negative = inhibition, % at 58.2 µM, hits read low | hit rate 0.67% among 290,000; in the data active = activity change below about -30%; note: % is set by controls: 0 for no effect and ±100 for the full control effect
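Compounds tested against the coupling enzymes alone at 57.5 uM final; readout was AmpLite Red fluorescence (525/598 nm) after 20 min at RT.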
The depositor's hits bear a star; i = inactive; ? = inconclusive; . = no result given; & = joins results of further samples; [ ] = dose if it differs, or a comment. Unless noted, calls come from the whole dose curve; as a rule, active = well fitted curve in the direction sought with a large enough effect; inconclusive = small, poorly fitted or top-dose-only effect, or another doubt; inactive = no such curve, though single readings can be large; an effect the other way counts as inactive or inconclusive.

SMILES	B2AR arrestin	GALK inh	Giardia killer	TRPV1 ag	Menin MLL FP TR	MLL CXXC-DNA inh	KCNH2 WT inh	USP2a inh	PKM2 activator	KCNH2 3.1 inh	Coupling enz
COc1cccc(NC(=O)NC(=O)c2c(C)cc(Cl)nc2Cl)c1	0.1%	1%	27	7	?	38%[activator]	9	-1%	2%[0.46 µM]	-6	2
O=C(COC(=O)c1cc(Cl)cc(Cl)c1)NCCN1C(=O)CSC1=O	-0.6%	2%	-11	0	-6%	1%	?	0%	3%	7	2
CC(=O)n1nc(-c2ccccc2)nc1NCc1cccs1	-1.0%	0%	3	16	4%	-7%	-14	0%	0%	4	2
COc1ccc(N2CCN(C(=O)COC(=O)c3ccc(Cl)nc3)CC2)cc1	-0.2%	.	9	5	.	.	-5	-2%	.	-1	.
C=CCN1C(=O)N(c2ccc(F)cc2)C(=O)C1CC(=O)Nc1ccc(Cl)cc1 (stereo unspecified)	-0.2%	1%	22	1	.	-5%	-7	3%	-1%	-1	-1
Clc1ccc(OCCCCCN2CCCC2)c(Br)c1	0.0%	-4%	7	-14	-5%	9%	16	1%	-10%	-36	3
Cc1cc(OCC(=O)OCC(=O)NCc2cccs2)ccc1Cl	-0.2%	.	-1	.	.	.	13	0%	.	3	.
COCc1cc(=O)[nH]c(SCCS(=O)(=O)c2ccc(Cl)cc2Cl)n1	-0.6%	.	12	?	.	-21%	-8	2%	-2%	4	5
O=C(N/N=C\c1ccc(OC(=O)c2cccs2)cc1)c1ccc(Cl)cc1	0.3%	1%	-5	1	8%	30%[activator]	-1	0%	-17%	-16	2
CCOc1ccccc1N1CCN(C(=O)CCCN2C(=O)c3cccc4cccc(c34)C2=O)CC1	0.2%	0%	-27	0	-1%	-8%	-2	0%	-4%	0	-1
COc1ccc(CNC(=O)/C=C/c2ccc(S(=O)(=O)N3CCOCC3)cc2)cc1	0.1%	-2%	-3	2	12%	10%	3	3%	-1%	2	-1
CN1CCN(CC(=O)N2CCn3c4c(c5cc(C6CCCCC6)ccc53)CCCC42)CC1 (stereo unspecified)	-0.1%	0%	-3	2	-24%	?	-13	0%	-4%	-47	-4
O=C(O)c1ccc2c(c1)nnn2C1CCCCC1	-0.4%	4%	6	2	2%	7%	-2	3%	-1%	13	4
CCc1nc2ccc(C(=O)N3CCN(CC)CC3)cc2nc1CC	0.4%	.	41[activator]	0	-8%	8%	2	3%	.	5	4
Clc1ccc(Cl)c(-c2nc(-c3ccncc3)no2)c1	-0.1%	0%	8	1	-7%	21%	-4	-1%	-8%	-4	1
Cc1nc2c(C)cccc2cc1C(=O)N/N=C/c1ccc(C(=O)O)cc1	0.1%	3%	21	1	8%	4%	1	5%	1%	5	6
O=C(CCC1CCCC1)N1CCN(C(=O)c2ccco2)CC1	0.5%	0%	-26	2	-1%	-9%	-10	1%	6%	-19	2
O=S(=O)(NCc1ccc2c(c1)OCO2)c1c(F)cc(F)cc1Br	-0.5%	0%	-21	1	10%	1%	-1	0%	14%	3	1
CCN(CC(=O)Nc1ccc2c(c1)OCCO2)CC(=O)Nc1cc(C)on1	-0.7%	-1%	-19	7	-17%	0%	8	0%	-2%	-5	2
CCOC(=O)N/N=C/c1cn(Cc2ccc(Cl)cc2)c2ccccc12	3.7%	-1%	4	1	14%	?	-8	3%	1%	12	-2
Cc1cc(C)cc(NC(=S)NCCCN2CCOCC2)c1	-2.1%	-2%	0	-4	3%	-3%	5	1%	-3%	-13	-3
COc1ccc2cc(-c3csc(-c4cccnc4)n3)ccc2c1	0.0%	0%	-14	4	.	7%	8	1%	4%	-21	1
COc1cccc(NC(=O)CN(C)C(=O)c2cc3c(s2)CCC(C)C3)c1 (stereo unspecified)	-0.8%	.	-8	22	.	.	-9	2%	.	-5	.
Cc1c(C)n(C(=O)CSc2nncn2C)c2ccccc12	-0.1%	-7%	8	0	-1%	8%	-12	-1%	-5%	-4	-4
O=C1CCCN2N=C(SCC(=O)Nc3cccc(F)c3)SC2=N1	-0.1%	-6%	-12	-3	2%	5%	0	-1%	.	-4	1
O=C(NCCOc1ccccc1)c1ccc2c(c1)OCO2	-0.1%	0%	-2	22	-5%	7%	-2	4%	-10%	-14	0
CCNC(=O)C(=O)c1c(-c2ccccc2)[nH]c2ccccc12	-0.7%	0%	16	0	2%	6%	-10	3%	6%	13	1
COc1ccc(-c2nnco2)cc1OC	0.3%	0%	8	-6	-9%	-6%	40	3%	3%	6	-2
Cc1[nH]c2ccccc2c1/C=N/NC(=O)c1cc(-c2cccs2)[nH]n1	-0.6%	0%	8	-1	?	1%	.	1%	-1%	-1	-6
CN(C)CCn1nnc2c(=O)oc3ccccc3c21	0.5%	0%	5	2	-17%	-5%	-8	0%	-2%	.	-1
CC(=O)N=c1sc2c3ccccc3ccc2n1C	-1.0%	-1%	22	0	-2%	-19%	-2	-1%	0%	12	-3
CN(C(=O)c1ccncc1)C1CCS(=O)(=O)C1 (stereo unspecified)	0.1%	-1%	4	2	20%	2%	-2	0%	-9%	-6	-3
Cc1ccc(N(CC(O)Cn2c3ccccc3c3ccccc32)S(C)(=O)=O)cc1 (stereo unspecified)	-0.1%	0%	-9	1	?	6%	14	-2%	4%	-17	-2
COc1ccc(C(=O)Oc2ccc3ccc(=O)oc3c2)cc1	-0.1%	0%	-24	0	1%	13%	0	4%	.	15	0
CN(C)S(=O)(=O)c1ccc(-c2csnn2)s1	-0.2%	-6%	-9	-2	0%	-7%	0	4%	13%	9	3
O=C(OCCN1CCOCC1)c1cccnc1	-0.6%&-0.9%	1%&2%	-4&-7	-1&-1	0%&-8%	6%&13%	-12&-30	1%&2%	0%&8%	14&-8	2&0
O=C(O)c1cccc(N2C(=O)c3cccc(Oc4ccc(Cl)cc4)c3C2=O)c1	3.8%	2%	12	-2	-7%	?	20	1%	-2%	11	5
CCOc1ccc(N2C(=O)C3C4C=CC(CC4)C3C2=O)c([N+](=O)[O-])c1 (stereo unspecified)	-0.4%	-3%	-9	4	7%	17%	-4	0%	-2%	-2	-2
CCN1CCCC1CN(Cc1cc2ccc(C)c(C)c2[nH]c1=O)C(=O)Nc1ccccc1OC (stereo unspecified)	-0.8%	-2%	17	4	?	-3%	-1	0%	-4%	3	-5
CCSc1nnc(Cc2cc(=O)[nH]c(=O)[nH]2)n1-c1ccc(F)cc1	7.0%	-1%	39[activator]	-2	8%	29%	-4	2%	-3%	-1	1
O=C(Nc1ccccc1)OCCCCCOC(=O)Nc1ccccc1	0.3%	4%	-4	14	-1%	3%	-8	0%	3%	-17	3
O=c1oc(-c2ccccc2)nc2ccsc12	0.2%	-4%	-20	10	.	-3%	4	0%	0%	3	3
Cc1ccccc1NC(=O)Cc1nnc(SCC(=O)NC2CCCC2)n1C	0.2%	4%	-9	1	13%	-17%	-14	3%	.	-1	0
COc1ccc(NC2CCCN(C(=O)CCOc3ccccc3)C2)cc1 (stereo unspecified)	0.1%	2%	0	82*	0%	15%	4	5%	.	12	-2
Nc1cc(N)nc(SCC(=O)Nc2ccc3c(c2)OCCCO3)n1	-0.9%	-3%	-1	0	12%	6%	4	-1%	-3%	16	1
CCN(CC)CCN(C(=O)c1ccc(S(=O)(=O)N2CCCCC2)cc1)c1nc2cc3c(cc2s1)OCO3	0.0%	-2%	15	3	1%	-2%	6	5%	0%	3	-1
Cc1c(C(=O)NC2CCCCC2)oc2ccccc12	-0.3%	-3%	3	?	-7%	3%	0	-2%	-6%	13	1
COc1ccccc1CNC(=O)CCC(=O)N1CC(C)Sc2ccccc21 (stereo unspecified)	-0.5%	.	12	-2	-28%	.	-2	0%	0%	5	-2
O=C(CS(=O)(=O)Cc1ccccc1)Nc1nnc(C(F)(F)F)s1	0.9%	-1%	1	0	13%	3%	-25	0%	5%	-24	6
COc1cc2ccccc2cc1C(=O)N1CCCC1	-0.1%	-7%	-2	-2	.	7%	6	0%	1%	-8	.
O=C(O)C1CC(=O)N(Cc2ccccc2)C1 (stereo unspecified)	-0.3%	2%	-3	5	4%	-2%	-2	1%	-6%	3	0
OCc1cn(-c2ccc(Cl)cc2)nn1	-0.5%	1%	-9	-3	-3%	13%	-9	4%	-8%	6	-5
C1=C[C@H]2CC[C@@H]1N(c1ccccc1)O2	-0.6%	.	-17	.	.	.	2	5%	.	1	.
Cc1nc2ccccc2c(=O)n1NC(=O)/C=C/c1ccccc1Cl	-0.7%	1%	-9	13	5%	-28%	i	5%	3%	-6	2

Source: PubChem

Some of the compounds tested; count on the stated rates, not on these rows.
